# Diaph act CS = counter-screen for diaphorase-based assays: diaphorase activators and chemical reducers | Diaphorase/resazurin coupled assay, resorufin fluorescence, 16 min; hits give high values; 1 = vehicle wells, 0 = NADH-free wells | AID 1229 | activation factor at 20 µM | 190,000 compounds, 0.005% hits;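 active = diaphorase activity raised at least twofold by the compound at 20 µM; inactive = activation factor below 2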
#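 Assay system: bacterial diaphorase enzyme (C. kluyveri) / Input: enzyme 0.07 U/mL final / Medium: 50 mM HEPES pH 7.4 with 4.542 mM MgCl2, 0.005% Tween 20 / Doses: single compound dose of 20 µM, 1% DMSO final / Incubation: 16 min enzyme reaction, ambient temperature / Signal: fluorescence, excitation 544 nm and emission 590 nm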
# FLuc act counter = firefly luciferase counter-screen for stimulation assays; P08659; ATPlite luciferase biochemical, luminescence, 10 min; 0 = ATP-free wells, 1 = DMSO control; activation factor at 10 µM; 200,000 tested, under 10 active;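 active = luciferase activation factor, scaled between plate controls, of at least 2 with compound at 10 µM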
# Target sequence (P08659 whole entry, looked up): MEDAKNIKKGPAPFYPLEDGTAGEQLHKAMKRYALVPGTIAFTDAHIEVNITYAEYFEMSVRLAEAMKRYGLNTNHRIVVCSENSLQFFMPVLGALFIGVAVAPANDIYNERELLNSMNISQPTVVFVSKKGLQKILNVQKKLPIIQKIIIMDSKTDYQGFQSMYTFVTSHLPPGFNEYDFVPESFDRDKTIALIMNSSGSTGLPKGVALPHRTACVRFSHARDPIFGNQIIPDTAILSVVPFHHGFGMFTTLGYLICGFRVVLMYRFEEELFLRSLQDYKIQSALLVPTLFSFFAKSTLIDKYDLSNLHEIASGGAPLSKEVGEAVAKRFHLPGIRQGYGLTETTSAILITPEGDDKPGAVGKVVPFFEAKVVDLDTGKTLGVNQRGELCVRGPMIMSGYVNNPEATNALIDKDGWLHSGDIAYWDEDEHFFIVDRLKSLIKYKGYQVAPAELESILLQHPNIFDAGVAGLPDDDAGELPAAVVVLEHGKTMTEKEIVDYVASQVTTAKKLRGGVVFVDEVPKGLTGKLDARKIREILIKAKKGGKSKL
#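 System: luciferase plus luciferin reagent, cell-free; medium: PBS as buffer for the ATP substrate; dosing: test compounds dosed from 2 mM stocks in 100% DMSO; timing: 10 min post-reagent at room temperature; measured by: luminescence measurement of luciferase light output; evaluation: luciferase activation, seen as luminescence increase over controls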
# FLuc inhib CS = Photinus pyralis luciferase inhibition counter-screen; P08659; ATPLite firefly luciferase biochemical luminescence, 10 min; inhibition, % at 10 µM; 200,000 compounds, 1.5% hits; AID 1006;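 active = inhibition above about 50% when tested at 10 µM, limit read from the data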
# G6PDH counter = inhibits Leuconostoc G6PDH, flagging false hits in G6PDH-based assays. Purified L. mesenteroides G6PDH, diaphorase/resazurin coupled fluorescence, 45 min. inhibition, % at 5 µM. 200,000 compounds, 0.12% hits. AID 1020; in the data active = inhibition above about 50%
# APP 5'UTR act = activates APP 5'UTR luciferase reporter; SH-SY5Y APP 5'UTR luciferase reporter, luminescence; zero percent = DMSO vehicle wells; activation, % at 2 µM; 190,000 compounds, 1% hits;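 active = activation above a set limit, based on mean plus 3 SD of controls, cut at about 140% in these data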; note: values of inactives mirror those of a sister screen read the other way
# Diaph inh CS = inhibits diaphorase or chemically oxidizes, flagging diaphorase assay artifacts | diaphorase resazurin-to-resorufin fluorescence, NADH, 16 min; bacterial (C. kluyveri) enzyme, not human | inhibition, % at 20 µM | 190,000 compounds, 0.69% hits | AID 1217;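 active = primary screen inhibition at 20 µM above a set limit, cut at about 50% in these data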;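 note: plate controls were DMSO with full reaction for no effect and wells lacking NADH for full effect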
#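 Benchmarks: positive control wells lacking NADH, neutral wells with DMSO only. System: bacterial diaphorase enzyme (C. kluyveri). Input: 0.14 U/mL diaphorase, enzyme working solution. Detection: resorufin fluorescence, excitation 544 nm, emission 590 nm. Times: 16-min room-temperature incubation before reading.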
# TLR4-MyD88 BLA = TLR4-MyD88 interaction inhibition in cells. inhibition, % at 8.4 µM. O00206+Q99836. 200,000 compounds, 0.18% hits. HeLa CL3-4 TLR4/MyD88 BLA complementation, FRET ratio; in the data active = inhibition above about 25%;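 note: 0% = vehicle and 100% = reference inhibitor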
# APP transl inh = APP translation inhibition; SH-SY5Y APP 5'UTR-luciferase reporter, luminescence; inhibition, % at 2 µM; 190,000 compounds, 0.82% hits; AID 1285;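 active = inhibition above a set limit, derived from the sample mean plus 3 SD, cut at about 45% in these data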; note: values of inactives mirror those of a sister screen read the other way
# NF-kB neuron act = NF-kB expression increase, human neuronal cells; NF-kB reporter expression; hits give high values; fold change at 12.5 µM; 190,000 compounds, 1.6% hits; in the data active = fold change above about 3.3
# STAT1 activator = activators of IFN-gamma induced STAT1 signaling; AID 932; NIH 3T3 STAT1-luciferase reporter, luminescence; 100% = IFN-gamma alone, no compound; 200,000 compounds, 2.6% hits; activation (% of control), % at 5.5 µM;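 active = activation above the screen-wide mean activation plus 3 SD, cut at about 130% in these data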;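 note: raw ratio to IFN-gamma control signal so 100% means no change and 0% no light; values of inactives mirror those of a sister screen read the other way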
# * marks the source's active call; other numbers are inactive results; & = joins results of further samples.
# Results follow in this order: Diaph act CS	FLuc act counter	FLuc inhib CS	G6PDH counter	APP 5'UTR act	Diaph inh CS	TLR4-MyD88 BLA	APP transl inh	NF-kB neuron act	STAT1 activator
- O=C(NC1CCCCC1)C(c1ccccc1)N(Cc1ccc2c(c1)OCO2)C(=O)c1cnsn1 (stereo unspecified)
    0.9	1	-4	2	10	15	3	-10	0.81	96
- COCCn1c(-c2ccc(Cl)cc2)nc2c(c(=O)c3ccccc3n2C)c1=O
    1.1	1	0	-21	10	-6	5	-10	0.94	90
- O=C(Cc1cnc2ncnn2c1)N1CCc2c([nH]c3ccccc23)C1c1ccccc1F (stereo unspecified)
    0.7	1	-4	8	31	26	-11	-31	1.8	91
- COc1ccccc1-n1c(-c2ccccc2)c[n+]2c1CCc1ccccc1-2
    1&0.8	1&1.1	-2&-6	3&-3	-13&-9	0&17	-8&6	13&9	1.1&0.7	67&72
- C=CCc1cccc(/C=N/NC(=O)CCC(=O)Nc2ccc(F)cc2)c1O
    1	1	0	3	-27	1	16	27	1.2	95
- Cc1cc(C)c(S(N)(=O)=O)c(C)c1-n1cnnn1
    0.9	1.1	-5	3	16	6	1	-16	0.93	108
- CCSc1nnc(NC(=O)CCCOc2ccc(C)cc2)s1
    1	1.1	-5	5	-16	-2	-11	16	1.2	101
- CC(=O)Cn1c(C(F)(F)F)nc2ccccc21
    1.1	1	-5	5	-5	-6	-8	5	1.1	108
- O=C1CCC(=O)N1OCCOc1ccc2c(c1)CCC2
    0.9	1	-1	2	27	9	13	-27	0.98	108
- CS(=O)(=O)N(CC(=O)N1CCN(c2ccc(F)cc2)CC1)C1CCCCC1
    0.9	1	-1	12	3	15	0	-4	1.3	97
- Cc1c(Cl)c(C(=O)NNC(=S)Nc2ccc(F)cc2)nn1C
    1	0.9	10	5	33	-4	-2	-33	1.7	115
- CC(C)N1C(=O)CCC1C(=O)NC1CCCC1 (stereo unspecified)
    0.9	1.1	-9	10	0	7	-2	0	1.1	107
- CN(C(=O)CSc1nnc(-c2ccc(F)cc2)c2ccccc12)C1CCS(=O)(=O)C1 (stereo unspecified)
    0.8	1.1	-6	-3	15	21	14	-15	1.1	97
- C/C(=C/C=N/Nc1nc(N2CCCCC2)nc(N2CCCCC2)n1)c1ccccc1
    0.9	1	0	2	-12	5	-18	12	1.1	99
- CC(=O)C1C(=O)c2c(cccc2[N+](=O)[O-])C1=Nc1ccccc1C (stereo unspecified)
    1	1	-4	8	-16	4	-2	16	1.2	102
- O=C(NCCc1ccccc1)C1CCN(S(=O)(=O)c2ccc(Br)s2)CC1
    0.9	1.1	-6	-1	1	8	-2	-1	1.5	97
- CCOc1ccc2[nH]c(C)c(CN3CCN(C)CC3)c(=O)c2c1
    1	1	-3	3	2	2	-3	-2	1.2	95
- O=C1CCC(C(=O)OCc2cc(Cl)ccc2OC(F)F)N1 (stereo unspecified)
    0.8	1	2	20	9	16	-24	-9	1.7	98
- CCC(CC)C(=O)Nc1cccc(C(=O)NCCc2ccccc2)c1
    0.8	1.1	-5	10	30	17	-3	-30	1.6	98
- CCOC(=O)Cc1csc(NC(=O)c2ccncc2)n1
    1	1.1	-5	2	5	5	-3	-5	1	88
- Cc1cc(NC(=O)c2ccc(Cl)cc2)c(C(C)C)cc1O
    0.9	0.9	7	3	8	8	6	-8	0.86	101
- CCCCSc1[nH]c(=O)c(C(=O)OCC)cc1C#N
    0.8	1	0	15	3	20	12	-3	1.1	104
- FC(F)(F)c1ccc2c(c1)C1C=CCC1C(c1ccncc1)N2 (stereo unspecified)
    0.7	1	-4	-4	5	29	4	-5	1.2	93
- COc1ccc(N2CCN(C(=O)c3ccc(OCC4CCCO4)cc3)CC2)cc1 (stereo unspecified)
    1	1	1	7	-6	3	1	6	1	107
- N#Cc1ccc(NC(=O)C2CC(c3ccc(F)cc3)=NO2)cc1 (stereo unspecified)
    0.8	1.1	-6	4	-14	17	-2	14	0.98	99
- O=C1CCCc2nc(N3CCCCC3)sc21
    0.8	1	2	-10	52	16	-1	-52	1.3	111
- O=C(Oc1ccc(Br)cc1)c1n[nH]c(=O)c2ccccc12
    1.1	1	-5	2	10	-6	-4	-10	1.4	92
- CSCC[C@@H](C(=O)Nc1ccc2c(c1)OCCO2)N1Cc2ccccc2C1=O
    0.9	1	-2	-2	-31	15	-9	31	1.3	110
- CCOC(=O)c1sc2nc(-c3ccccc3)ccc2c1N
    1	0.2	82*	6	174*	-1	15	-174	2.2	174*
- COc1cc(OC)cc(C(=O)NC2CCN(Cc3nnnn3Cc3ccc(F)cc3)CC2)c1
    0.8	1	-3	12	-11	22	-6	11	1.1	96
- CSC1=NC(NCCCO)c2c(sc3c2CC(C)(C)OC3)N1 (stereo unspecified)
    0.9	1	-4	4	2	6	-4	-2	0.7	100
- Cn1cnnc1SCC(=O)N(Cc1ccc2c(c1)OCO2)C1(C(=O)NC2CCCCC2)CCCC1
    0.8	1.1	-7	6	18	23	1	-18	1.1	98
- CCC1CCCCN1C(=O)COC(=O)c1cc(Br)ccc1Cl (stereo unspecified)
    0.9	1	-4	1	-16	8	10	16	0.92	90
- CCOc1cc(S(=O)(=O)NC2CCCCCC2)ccc1F
    1	1	-4	1	-11	1	0	11	1.1	82
- O=C1c2ccccc2N2C(=O)c3ccccc3[C@H]2N1c1ccccc1
    0.9	1.1	-6	-2	3	8	-2	-3	0.82	96
- Cc1ccc(OCC(=O)N/N=C/c2cc([N+](=O)[O-])ccc2N2CCCCC2)cc1
    1	1	-2	-5	1	3	4	-1	1	93
- CC(C)(C)c1nnc(NC(=O)c2ccc(Cl)nc2)s1
    1.1	1	1	4	11	-7	-1	-11	1.9	124
- CC1=NOC(=O)/C1=C\c1ccc(-c2cc(Cl)ccc2Cl)o1
    1	1	-5	4	8	2	5	-8	0.92	106
- O=C(Cn1ncc2c1-c1ccccc1OC2)N1CCc2ccccc21
    0.9	1	-1	-24	15	12	-1	-15	1.1	99
- Cc1ccc(S(=O)(=O)Nc2cc(C(=O)NCCN3CCCC3)ccc2N2CCCCC2)cc1
    1	1	-3	11	2	3	-9	-2	0.95	93
- O=C(Cn1nc(Cc2ccncc2)c2ccccc2c1=O)N1CCc2ccccc2C1
    0.8	1.1	-7	-22	17	23	9	-17	1.3	97
- COc1ccc(NC(=O)CSc2nc(NS(=O)(=O)c3ccccc3)cc(=O)[nH]2)cc1
    0.8	1	-4	-1	3	16	-20	-3	1.5	97
- Cc1ccc(SCC(=O)NCc2cccnc2)cc1
    0.9	1	-3	13	2	6	2	-2	1	98
- CCC1=NN2C(=N)/C(=C\c3cccn3-c3ccc(C)c(C)c3)C(=O)N=C2S1
    0.7	1.1	-6	-2	-10	27	-4	10	0.98	86
- Cc1cc(-c2n[nH]c(=S)n2/N=C/c2ccccc2[N+](=O)[O-])n[nH]1
    0.6	0.9	5	6	10	44	16	-10	0.99	98
- O=c1ccc(C(F)(F)F)cn1Cc1cc(=O)n2ccsc2n1
    0.9	1	-1	3	-4	6	3	4	1.2	103
- O=C(CCc1ccc(S(=O)(=O)N2CCOCC2)cc1)OCc1nc2ccccc2s1
    0.9	1	3	9	24	13	10	-24	1.6	120
- COC(=O)c1ccc(/C=N/Nc2nc(-c3ccc(C)cc3)cs2)cc1
    0.9	1.1	-8	-12	-1	10	-17	1	1	98
- CCOc1ccc(N2C(=O)C3C(C2=O)C3(c2ccccc2)c2ccccc2)cc1 (stereo unspecified)
    0.8	1.1	-5	-2	6	24	1	-6	1	99
- Fc1ccccc1/C=C1\CCCC2=C1NC(=S)NC2c1ccccc1F (stereo unspecified)
    0.9	1	-2	-4	4	8	3	-4	1.1	94
- COc1ccc(S(=O)(=O)NCCSCc2cccc(C)c2)cc1Br
    0.8	1.1	-13	2	-4	24	-9	4	1	98
- O=C(c1cnn2c(C(F)F)cc(C3CC3)nc12)N1CCc2ccccc2C1
    0.9	1.1	-8	3	4	5	-9	-4	0.84	100
- S=C(Nc1ccccc1)Nc1cccc(Cl)c1Cl
    1.1	1	-3	8	5	-6	-7	-5	1.1	94
- CN1CCN(c2ccc(Cl)cc2NC(=O)C2COc3ccccc3O2)CC1 (stereo unspecified)
    0.9	1	-2	13	-2	11	-24	2	0.71	103
- Cc1nnc(SCC(=O)NCc2ccc3c(c2)OCO3)s1
    1	1	-5	5	2	-4	-5	-2	1.3	100
- O=C(CN1CCN(c2ccc(Cl)cc2)CC1)c1ccc2c(c1)OCO2
    1.1	1	3	9	-4	-5	-4	4	1.1	96
- CCC(C)(C)n1nnnc1C(c1ccncc1)N1CCC(C)CC1 (stereo unspecified)
    0.9	1	-3	3	-1	8	-5	2	1.1	103
- COC(=O)COc1cccc(NC(=O)c2ccccc2)c1
    0.8	1	-1	3	-5	19	-14	5	1.1	98
- CCC(C)c1ccc(OCCN2CCCC2)cc1 (stereo unspecified)
    0.9	1.1	-5	-3	0	6	-5	0	1.2	106
- COc1ccccc1OCCSc1ncnc2nc[nH]c12
    0.9	1	1	-1	1	6	-16	0	1	94

# Later entries:
# Results follow in this order: Diaph act CS	FLuc act counter	FLuc inhib CS	G6PDH counter	APP 5'UTR act	Diaph inh CS	TLR4-MyD88 BLA	APP transl inh	NF-kB neuron act	STAT1 activator
- CCC(c1c(C)n(C)n(-c2ccccc2)c1=O)c1c(C)n(C)n(-c2ccccc2)c1=O
    0.9	1.1	-8	0	-12	6	-1	12	1	99
- CCOC(=O)C1=NNC(C(=O)c2ccc(C)cc2)C1c1ccc(OC)cc1 (stereo unspecified)
    0.9	1	-3	0	-1	12	-5	1	0.88	99
- O=C(O)c1cc2nc(-c3ccc(F)cc3)cc(C(F)(F)F)n2n1
    0.7	1	0	13	7	34	-7	-7	1.1	104
- Cc1[nH][nH]c(=O)c1C(c1ccc(-c2ccc(C(=O)O)cc2)o1)c1c(C)[nH][nH]c1=O
    0.7	1	-1	31	19	28	0	-19	0.86	93
- CCOc1cc(S(=O)(=O)N2CCCC2)c(C)cc1C
    1.1	1.1	-6	16	-7	-15	3	7	1	97
- Cc1cccc(NC(=S)N(Cc2cccs2)Cc2cc3cc(C)ccc3[nH]c2=O)c1
    0.9	1	-5	4	-22	14	5	22	0.65	98
- O=C(CN1CCN(c2ccccc2O)CC1)NC(=O)NCc1ccco1
    0.8	1.4	-38	-12	-5	21	-13	5	1.1	102

# Compounds from the list above with a cyano group, in the order listed:
# Results follow in this order: Diaph act CS	FLuc act counter	FLuc inhib CS	G6PDH counter	APP 5'UTR act	Diaph inh CS	TLR4-MyD88 BLA	APP transl inh	NF-kB neuron act	STAT1 activator
- CCCCSc1[nH]c(=O)c(C(=O)OCC)cc1C#N
    0.8	1	0	15	3	20	12	-3	1.1	104
- N#Cc1ccc(NC(=O)C2CC(c3ccc(F)cc3)=NO2)cc1 (stereo unspecified)
    0.8	1.1	-6	4	-14	17	-2	14	0.98	99
